Screening results from PubChem.
IDH1 R132H inh – human IDH1 R132H inhibition | O75874 | IDH1-R132H enzyme, NADPH consumption, diaphorase/resazurin fluorescence | hit rate 0.093% among 390,000 | Potency, µM (highest dose often 76.6 µM), without a hit: at the top dose activity change, negative = inhibition, most hits filed as inhibitors | AID 602179; note: % is set by controls: 0 for no effect and ±100 for the full control effect; nearly all actives have a fitted effect of over 65% in size
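IDH1-R132H (0.5 ug/mL) preincubated 30 min with compound, then NADPH (0.016 mM) and alpha-KG (2 mM) added; 80 min at RT, pH 7.5. Remaining NADPH coupled via diaphorase/resazurin to fluorescence (540/590 nm); concentration-response curves normalized to no-enzyme control.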
Vif-APOBEC3G blk – inhibitors of Vif-APOBEC3G interaction | Q9HC16 | HeLa A3G-eYFP + Vif (tagged APOBEC3G with the HIV-1 protein that degrades it), YFP fluorescence, overnight | Potency, µM (highest dose often 46.1 µM), for inactives: top-dose activity, negative = active, usual class: inhibitors | hit rate 0.076% among 410,000;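 note: % is set by controls: 0 for no effect and ±100 for the full control effect; nearly all actives have a fitted effect of over 60% in size; hits raise eYFP signal because A3G escapes Vif-driven loss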
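HeLa cells stably expressing Vif and C-terminally eYFP-tagged A3G, seeded overnight at 37 deg C, then exposed to compound by pintool overnight at 37 deg C. Rise in yellow fluorescence (Ex 488/Em 500-530, Acumen) marks blocked Vif-driven A3G degradation.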
ALOX12 inh – inhibitors of human 12S-lipoxygenase ALOX12; P18054; Potency, µM (titrated, usually from 108 µM), inactives show top-dose activity change, negative = inhibition, hits mostly inhibitors; purified 12hLO, xylenol orange hydroperoxide absorbance; hit rate 1.1% among 580,000; note: % is set by controls: 0 for no effect and ±100 for the full control effect
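Purified human 12hLO (150 nM final) in 25 mM Hepes, 0.01% Triton X-100, pH 7.0 was preincubated 15 min at room temperature with compound. Then 40 uM arachidonic acid was added, 30 min. Hydroperoxide was read by Fe-XO absorbance ratio 573/405 nm.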
RGS4 inhibitor – inhibitors of human regulator of G protein signaling 4 | P49798 | Transcreener GDP fluorescence polarization, RGS4-accelerated GTP hydrolysis | Potency, µM (doses to about 114 µM), inactives show at the highest dose activity change, negative = inhibition, usual class: inhibitors | hit rate 0.039% among 390,000 | AID 504845; note: % is set by controls: 0 for no effect and ±100 for the full control effect; nearly all actives have a fitted effect of over 75% in size; some results filed as inactive show a strong effect at the top dose
Target sequence (P49798 whole entry, looked up): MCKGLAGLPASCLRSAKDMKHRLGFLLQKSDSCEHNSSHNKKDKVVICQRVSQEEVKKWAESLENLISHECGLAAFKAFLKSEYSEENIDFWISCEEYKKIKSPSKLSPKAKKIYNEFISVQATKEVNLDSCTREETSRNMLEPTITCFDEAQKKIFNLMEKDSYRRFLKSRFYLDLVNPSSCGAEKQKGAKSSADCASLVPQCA
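MLSMR compounds (23 nl, pin-transferred) preincubated 10 min at room temperature with a 500nM (2x) first reagent, then RGS4 at 900nM (2x) plus Transcreener GDP mix added; fluorescence polarization (620/688 nm) read before and after 90 min at 30 °C.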
TrxR1 substrate – is turned over as a substrate by rat TrxR1 | O89049 | purified TrxR1 substrate turnover, NADPH consumption readout | Potency, µM (doses to about 114 µM), for the others: top-dose activity change, negative = substrate turnover | hit rate 0.01% among 390,000; note: % is set by controls: 0 for no effect and ±100 for the full control effect; nearly all actives have a fitted effect of over 50% in size
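Rat TrxR1, dispensed at 90 nM, was prereduced with 400 uM NADPH (final) for 5 min at ~22 deg C, then incubated with compound 15 min before 400 uM selenite. A first-read NADPH fluorescence drop versus no-compound background flagged substrates.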
TrxR1 inh – blocks rat thioredoxin reductase 1; recombinant rTrxR1, NADPH fluorescence consumption, selenite substrate; Potency, µM (top dose mostly 114 µM), without a hit: at the top dose activity change, negative = inhibition, actives largely listed as inhibitors; hit rate 1% among 390,000; note: % is set by controls: 0 for no effect and ±100 for the full control effect; nearly all actives have a fitted effect of over 65% in size
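Rat TrxR1 (90 nM in the dispensed reagent) was pre-reduced with 400 uM NADPH for 5 min at room temperature, then incubated with compound for 15 min. After 400 uM selenite was added, NADPH fluorescence (Ex 340/Em 450 nm) was followed for 8 min.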
USP1-UAF1 inh – blocks the human USP1/UAF1 deubiquitinase complex | Potency, µM (top dose mostly 57.1 µM), without a hit: at the highest dose activity change, negative = inhibition, actives largely listed as inhibitors | recombinant USP1/UAF1, Ub-Rhodamine cleavage fluorescence | hit rate 0.23% among 390,000 | O94782; note: % is set by controls: 0 for no effect and ±100 for the full control effect; nearly all actives have a fitted effect of over 60% in size; inactives centre near -12
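Step one: compound is pinned into 1nM USP1/UAF1 in HEPES pH 7.8 buffer with TCEP. Step two: 15 min room-temperature incubation. Step three: Ub-Rho (150nM final) starts cleavage, tracked by fluorescence over six one-minute reads.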
RXFP1 agonist – activates the human relaxin receptor RXFP1; Potency, µM (top dose mostly 57.5 µM), for inactives: at the highest dose activation, hits mostly activators; HEK293T-RXFP1 cAMP TR-FRET, 30 min; response scale: percent of porcine relaxin response, buffer zero; Q9HBX9; hit rate 0.3% among 370,000; AID 2676; note: % is set by controls: 0 for no effect and ±100 for the full control effect; nearly all actives have a fitted effect of over 60% in size; many of its hits are not listed in these tables
Target sequence (Q9HBX9 whole entry, looked up): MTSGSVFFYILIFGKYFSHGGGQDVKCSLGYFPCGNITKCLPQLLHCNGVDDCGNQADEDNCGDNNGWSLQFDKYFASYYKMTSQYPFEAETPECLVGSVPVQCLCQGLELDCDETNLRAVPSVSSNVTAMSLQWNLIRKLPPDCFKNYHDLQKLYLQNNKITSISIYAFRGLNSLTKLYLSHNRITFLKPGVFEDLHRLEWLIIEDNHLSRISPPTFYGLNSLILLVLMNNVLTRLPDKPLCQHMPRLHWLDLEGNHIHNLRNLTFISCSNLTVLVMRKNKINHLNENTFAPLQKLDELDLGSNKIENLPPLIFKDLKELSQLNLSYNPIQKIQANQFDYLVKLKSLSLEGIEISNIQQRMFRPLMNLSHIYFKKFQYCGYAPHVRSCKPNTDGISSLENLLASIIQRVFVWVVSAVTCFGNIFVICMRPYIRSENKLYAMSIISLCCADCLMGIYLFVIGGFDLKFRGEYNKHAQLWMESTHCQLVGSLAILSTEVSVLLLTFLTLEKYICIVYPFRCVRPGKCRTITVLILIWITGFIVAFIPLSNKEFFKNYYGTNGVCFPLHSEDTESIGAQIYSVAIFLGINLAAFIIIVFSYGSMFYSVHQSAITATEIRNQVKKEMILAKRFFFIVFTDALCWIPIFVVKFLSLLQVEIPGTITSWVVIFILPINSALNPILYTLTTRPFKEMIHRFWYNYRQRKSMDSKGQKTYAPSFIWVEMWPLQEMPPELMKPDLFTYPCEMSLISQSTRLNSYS
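HEK293 cells stably expressing RXFP1, treated 30 min at 37C with compounds plus PDE4 inhibitor Ro 20174; cAMP measured by HTRF TR-FRET. Normalized to buffer and 29 nM porcine relaxin; EC50 by Hill fit.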
Vif-A3F inh – Vif-A3F binding inhibition; HeLa A3F-eYFP + Vif (tagged APOBEC3F with the HIV-1 protein that degrades it), YFP fluorescence increase; Potency, µM (series often up to 46.1 µM), for the others: at the top dose activity, negative = active; hit rate 0.2% among 390,000; note: % of control where 0% means no effect; nearly all actives have a fitted effect of over 65% in size
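Fluorescence increase (Ex 488/Em 500-530) after overnight compound treatment at 37 deg C flags inhibition of Vif-driven A3F-eYFP loss in stable HeLa A3F-eYFP/Vif cells seeded overnight beforehand.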
An asterisk follows results filed as active; ? = inconclusive; · = not tested or not shown; & = joins results of further samples; [ ] = another dose, or the depositor's remark. Calls come from the whole dose curve; as a rule, active = well fitted curve in the direction sought with a large enough effect; inconclusive = small, poorly fitted or top-dose-only effect, or another doubt; inactive = no such curve, though single readings can be large; an effect the other way counts as inactive or inconclusive. Potency is the fitted concentration of half-maximal effect. The list is partial; the hit share may differ from the screen's.

SMILES	IDH1 R132H inh	Vif-APOBEC3G blk	ALOX12 inh	RGS4 inhibitor	TrxR1 substrate	TrxR1 inh	USP1-UAF1 inh	RXFP1 agonist	Vif-A3F inh
O=C(c1ccco1)c1cn(CC(=O)N2CCCCC2)c2ccccc12	-1.5%	1.8%	0.0%	-28.1%	-2.5%[57.1 µM]	-18.9%[57.1 µM]	-9.0%	2.8%	12.9%
CCc1c(C)c(C#N)c2nc3ccccc3n2c1NCCN(C)C	8.5%	0.0%	-2.6%	5.3%	12.6%	23.2%	-8.2%	3.6%	6.6%
COc1ccc(-c2cc(C(F)(F)F)nc(SCC(=O)NCc3ccc(Cl)cc3)n2)cc1	-19.5%	-4.1%	-6.4%	22.7%	6.6%	24.9%	-14.1%	?	-2.1%
Cc1ccc2nc(NC(=O)CCCC(=O)O)sc2c1	-9.0%	0.6%	-4.0%	3.0%	-2.2%	13.4%	0.1%	1.8%	-0.2%
CC[C@]12c3[nH]c4ccccc4c3CCN1C(=O)C(CC(=O)NCc1ccco1)C[C@@H]2C(=O)N1CCN(C(=O)C2CC2)CC1 (stereo not given in full)	1.6%[38.3 µM]	-0.6%	-58.7%	34.3%	-0.7%	24.7%	-6.0%	·	-1.8%
CCn1c(=N)n(CC(=O)c2cccc(OC)c2)c2ccccc21	5.4%	-27.3%	8.5%	-2.5%	3.5%	11.0%	-4.0%	-0.2%	-11.6%
Cc1cccnc1NS(=O)(=O)c1ccccc1	-2.3%	-0.5%	-26.9%	·	·	·	2.5%	·	0.7%
O=C1CNC(=S)N1Cc1ccccc1	-4.1%	1.1%	1.1%	15.8%	-11.0%	-11.1%	-8.1%	-2.5%	-12.7%
O=S(=O)(Nc1ccccc1N1CCOCC1)c1cccs1	6.4%	-1.2%	-21.4%	-32.2%	2.8%	4.6%	-18.0%	·	0.8%
CCC(C)c1ccc(S(=O)(=O)N2CCN(C(C)C(=O)NC3CCCC3)CC2)cc1 (stereo not given)	0.4%	1.2%	-9.3%	-45.0%	-17.1%	-14.9%	-17.9%	-1.0%	5.0%
Cc1cc(NC(=O)CCSc2nc(-c3ccco3)cc(C(F)(F)F)n2)no1	7.3%	2.3%	0.0%	1.6%	-5.5%	-10.2%	-28.0%	3.4%	0.2%
CC(NC(=O)C(c1ccccc1)c1ccccc1)C(=O)N1CCCCC1 (stereo not given)	-7.9%	-4.0%	10.0%	39.4%	-4.4%	1.5%	9.3%	0.5%	-15.2%
CCc1ccc(N2C(=O)/C(=C/c3cccs3)N(CC(=O)OC)C2=S)cc1	-10.8%	-1.6%	-10.0%	13.0%	-0.3%	6.4%	-0.3%	0.1%	-6.9%
O=C(Nc1cc(C(F)(F)F)ccc1N1CCCC1)c1ccc2c(c1)OCO2	2.6%	-9.7%	57.6%[activator]	-29.8%	11.9%[57.1 µM]	9.3%[57.1 µM]	-19.8%	1.9%	-0.9%
COCCOC(=O)c1[nH]c2c(c1C)C(=O)CC(c1cc(OC)c(OC)c(OC)c1)C2 (stereo not given)	-1.2%	-3.7%	-15.1%	4.6%[56.9 µM]	3.6%	16.4%	-20.1%	-1.6%	-2.0%
Cc1onc(-c2ccccc2Cl)c1C(=O)N1CCN(c2ncccn2)CC1	18.3%	-4.2%	29.9%	-4.8%	5.0%	9.4%	-16.7%	0.4%	-11.1%
COCCCn1c(=O)c2ccccc2c2ccccc2c1=O	1.9%	-8.4%	16.4%	23.3%	8.7%	10.4%	-4.4%	1.2%	-10.5%
Cc1nn(Cc2c(F)c(F)c(F)c(F)c2F)c(C)c1NC(=O)c1c(-c2ccccc2)nn(-c2ccccc2)c1C	-1.0%	0.2%	-7.7%	0.5%	4.6%	15.3%	-6.1%	0.8%	-0.1%
CSC1=NCCN1C(=O)COc1ccc2ccccc2c1	17.3%	0.8%	-11.2%	-16.3%	5.6%	3.5%	-18.0%	1.2%	-0.4%
Cc1c(Cl)cccc1NC(=O)Cn1cccc1	3.3%	-1.3%	8.7%	-14.1%	-2.6%	2.9%	8.7%	-2.2%	2.2%
COc1ccc(Cl)cc1NC(=O)CN1CCN(S(=O)(=O)N2CCOCC2)CC1	2.8%	-1.6%	7.8%	-5.4%	3.4%[57.1 µM]	-7.6%[57.1 µM]	-21.1%	0.5%	-16.4%
COC(=O)c1ccc(CSc2nc3cc(Cl)ccc3s2)o1	3.2%	-0.7%	0.3%	11.6%	8.1%	10.0%	-22.4%	-2.7%	0.0%
CCCCCCCN1CCC(=O)N([C@H](CO)c2ccccc2)CC1	-3.9%	3.1%	9.5%	-2.3%	3.8%	12.1%	?	-1.9%	-4.4%
Cc1cc(OCC(=O)N2CCN(c3ccccc3)CC2)c2c(C)cc(=O)oc2c1	4.5%	1.9%	2.3%	-16.1%	5.4%	9.9%	-16.4%	11.1%	10.7%
Cc1ccccc1NC(=O)Cn1nc(C)c2ccccc2c1=O	1.8%	-0.1%	0.0%&3.3%	2.3%	6.7%[57.1 µM]	8.5%	-21.5%	-1.6%	0.8%

Going on with the list:
SMILES	IDH1 R132H inh	Vif-APOBEC3G blk	ALOX12 inh	RGS4 inhibitor	TrxR1 substrate	TrxR1 inh	USP1-UAF1 inh	RXFP1 agonist	Vif-A3F inh
Cc1cc(OCC(=O)NCc2ccncc2)c2c(C)cc(=O)oc2c1	-1.9%	1.9%	14.0%&13.3%	-3.8%[56.9 µM]	25.8%[57.1 µM]	36.3%[activator][57.1 µM]	-13.2%	3.4%	6.1%
CCOC(=O)c1c(CN(CC)CC)oc2cc(Br)c(O)cc12	1.0%	4.3%	-15.1%	20.4%	-16.6%	-15.1%	-5.8%	-0.7%	-20.8%
COc1ccc(-n2ncc(C(=O)N3CCN(c4ccc(F)cc4)CC3)c2C)cc1	4.7%	-0.3%	?	-23.6%	0.8%[57.1 µM]	11.1%[57.1 µM]	-14.6%	3.1%	0.2%
Oc1ccccc1-c1nc(-c2cccs2)c(-c2cccs2)[nH]1	20.7%	1.6%	-6.7%	-7.3%	39.5%[activator]	6.5%	-18.2%	16.7%	-14.2%
C[C@@H]1Cn2cnc(C(=O)Nc3ccc(CNC(=O)OC(C)(C)C)cc3)c2C(=O)N1	-3.4%	6.0%	18.6%	·	·	·	8.4%	·	-3.9%
COc1ccc(-c2ccc(=O)n(Cc3c(F)cccc3Cl)n2)cc1	11.4%	3.1%	3.9%	-42.9%	6.5%	19.6%	-16.2%	2.2%	1.1%
CCOC(=O)c1cnc2c(cnn2C)c1NCc1ccc(OC)cc1	6.3%	2.6%	-10.9%	-2.6%	-1.1%	13.7%	-23.7%	0.8%	-0.2%
CCCCN(C(=O)COC(=O)c1sccc1C)c1c(N)n(CCC)c(=O)[nH]c1=O	1.4%	3.9%	13.0%	·	·	·	-25.8%	·	-2.9%
O=C(NCc1ccco1)C(=O)NCC1OCCCN1S(=O)(=O)c1ccc(F)cc1 (stereo not given)	-0.9%	0.1%	3.4%	6.7%[11.4 µM]	-5.0%	-9.7%	-8.2%	-0.5%	-11.3%
O=C(CN1CCN(CC(=O)Nc2ccccc2F)CC1)Nc1ccc(Cl)c(C(F)(F)F)c1	15.7%	-0.8%	-21.4%	-13.7%	-11.5%[57.1 µM]	-16.2%[57.1 µM]	?	0.4%	-3.3%
CCOc1ccc(C(C)=O)cc1CSc1nnc(-c2cccs2)n1CC1CCCO1 (stereo not given)	-2.5%	0.4%	12.8%	-39.6%	6.0%	-18.1%	-17.8%	4.5%	·
CCOc1ccc(CC(=O)N2CCc3cc(OC)c(OC)cc3C2COc2ccc3c(C)cc(=O)oc3c2)cc1 (stereo not given)	10.8%	-2.0%	?	-21.2%	11.5%	-20.0%	-15.8%	11.7%	-2.3%
Cc1ccc(Cl)cc1N1CCN(C(=O)c2cnn(C(C)(C)C)c2C2CCN(C(=O)OC(C)(C)C)CC2)CC1	-4.3%	-0.7%	11.3%	5.5%	-5.8%	13.9%	?	2.0%	-1.4%
N=c1c(C(=O)NCC2CCCO2)cc2c(=O)n3ccccc3nc2n1Cc1ccc(Cl)cc1 (stereo not given)	3.7%	0.5%	-22.8%	-2.4%	699.8%[activator]	212.2%[activator]	-4.3%	13.6%	-2.8%
O=C(N/N=C/c1ccco1)C(O)c1ccccc1 (stereo not given)	10.5%	1.5%	458.4%[activator]	20.3%	-0.6%	14.1%	-2.8%	15.1%	9.7%
COC(=O)c1c(C)[nH]c(C(=O)CC#N)c1C	7.6%	?	-4.5%	-15.2%	-10.4%	-17.8%	-10.4%	0.9%	?
Cc1ccc(NC(=O)CSc2nnc(CCNC(=O)OC(C)(C)C)o2)c(C)c1	-7.5%	-0.6%	-20.1%	-16.3%	7.1%	12.5%	-8.6%	-2.3%	-3.6%
O=C(N/N=C/c1c(Cl)cccc1Cl)c1ccc(-n2cnnn2)cc1	-7.0%	7.0%	-7.6%	-18.5%	1.1%	18.3%	-22.2%	-1.8%	3.9%
